RXFP1 antagonist = qHTS Assay for Antagonists of the Relaxin Receptor RXFP1; Relaxin receptor 1 (Homo sapiens), Q9HBX9; HEK293-RXFP1, relaxin-stimulated cAMP HTRF, 30 min; hits give low values; activity change, negative = inhibition, % at 57.5 µM; 350,000 compounds, 0.59% hits;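 active = activity change of -60% or lower, but not beyond a set lower limit; inconclusive = change between -60% and -40%, or beyond the set limit; inactive = change above -40%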; note: % is set by controls: 0 for no effect and ±100 for the full control effect
GRP78 ERSR act = qHTS for Inducers of the Endoplasmic Reticulum Stress Response (ERSR) in Human Glioma: qHTS | U87-MG GRP78 promoter luciferase reporter, 16 h | Potency, µM, without a hit: at the top dose activation, actives largely listed as activators | 420,000 compounds, 0.02% hits; note: potency is the fitted concentration of half-maximal effect; series mostly up to about 76 µM; % of control where 0% means no effect; nearly all actives have a fitted effect of over 35% in size
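ERSR induction read as luciferase luminescence (Bright-Glo, 10 min at room temperature) in stably transfected human U87-MG glioma cells exposed to compounds for 16 h, using GRP78 as sensor.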
RXFP1 ag = qHTS Assay for Agonists of the Relaxin Receptor RXFP1 | Relaxin receptor 1 (Homo sapiens), Q9HBX9 | HEK293T-RXFP1 cAMP TR-FRET, 30 min; response scale: percent of porcine relaxin response, buffer zero | Potency, µM (highest dose often 57.5 µM), inactives show at the top dose activation, hits mostly activators | 370,000 compounds, 0.3% hits | AID 2676, 2010; note: potency is the fitted concentration of half-maximal effect; % is set by controls: 0 for no effect and ±100 for the full control effect; nearly all actives have a fitted effect of over 60% in size; many of its hits are not listed in these tables
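cAMP rise read by TR-FRET after 30 min, 37C compound exposure (up to 58 uM) in RXFP1-transfected HEK293 cells with Ro 20174 present. EC50 from Hill-equation fits, with 29 nM porcine relaxin as 100% and buffer as basal.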
Vif-A3G inh = qHTS for Inhibitors of Vif-A3G Interactions: qHTS | HeLa A3G-eYFP + Vif (tagged APOBEC3G with the HIV-1 protein that degrades it), YFP fluorescence, overnight | DNA dC->dU-editing enzyme APOBEC-3G (Homo sapiens), Q9HC16 | Potency, µM (highest dose often 46.1 µM), for inactives: at the highest dose activity, negative = active, most hits filed as inhibitors | 410,000 compounds, 0.076% hits | AID 602310, 2012;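 note: potency is the fitted concentration of half-maximal effect; % is set by controls: 0 for no effect and ±100 for the full control effect; nearly all actives have a fitted effect of over 60% in size; hits raise eYFP signal because A3G escapes Vif-driven loss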
Target sequence (Q9HC16 whole entry, looked up): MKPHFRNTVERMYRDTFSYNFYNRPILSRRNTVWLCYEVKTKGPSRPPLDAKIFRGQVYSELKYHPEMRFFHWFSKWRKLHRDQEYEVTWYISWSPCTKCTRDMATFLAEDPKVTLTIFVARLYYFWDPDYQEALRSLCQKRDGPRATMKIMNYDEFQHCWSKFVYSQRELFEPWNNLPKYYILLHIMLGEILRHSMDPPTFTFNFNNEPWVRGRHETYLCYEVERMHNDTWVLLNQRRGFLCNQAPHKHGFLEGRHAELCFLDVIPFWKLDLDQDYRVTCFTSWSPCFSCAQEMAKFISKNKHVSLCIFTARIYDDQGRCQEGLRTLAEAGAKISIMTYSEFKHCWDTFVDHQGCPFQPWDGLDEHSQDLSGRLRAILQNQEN
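HeLa cells stably expressing Vif and C-terminally eYFP-tagged A3G, seeded overnight at 37 deg C, then exposed to compound by pintool overnight at 37 deg C. Rise in yellow fluorescence (Ex 488/Em 500-530, Acumen) marks blocked Vif-driven A3G degradation.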
Vif-APOBEC3F blk = qHTS for Inhibitors of Vif-A3F Interactions: qHTS; Potency, µM (series often up to 46.1 µM), for the others: top-dose activity, negative = active; HeLa A3F-eYFP + Vif (tagged APOBEC3F with the HIV-1 protein that degrades it), YFP fluorescence increase; 390,000 compounds, 0.2% hits; note: potency is the fitted concentration of half-maximal effect; % of control where 0% means no effect; nearly all actives have a fitted effect of over 65% in size
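HeLa cells stably expressing Vif plus C-terminally eYFP-tagged A3F were seeded, incubated overnight at 37 deg C, dosed with compound, incubated overnight again at 37 deg C. Yellow fluorescence (Ex 488/Em 500-530) reported blocked Vif-mediated A3F-eYFP degradation.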
D1 ag = Allosteric Agonists of the Human D1 Dopamine Receptor: qHTS. D(1A) dopamine receptor (Homo sapiens), P21728. 360,000 compounds, 1% hits. activation, % at 2 µM. HEK293 T-REx D1 cells, calcium flux, agonist mode; in the data active = activation above about 30%; note: 0% is about no effect
Target sequence (P21728 whole entry, looked up): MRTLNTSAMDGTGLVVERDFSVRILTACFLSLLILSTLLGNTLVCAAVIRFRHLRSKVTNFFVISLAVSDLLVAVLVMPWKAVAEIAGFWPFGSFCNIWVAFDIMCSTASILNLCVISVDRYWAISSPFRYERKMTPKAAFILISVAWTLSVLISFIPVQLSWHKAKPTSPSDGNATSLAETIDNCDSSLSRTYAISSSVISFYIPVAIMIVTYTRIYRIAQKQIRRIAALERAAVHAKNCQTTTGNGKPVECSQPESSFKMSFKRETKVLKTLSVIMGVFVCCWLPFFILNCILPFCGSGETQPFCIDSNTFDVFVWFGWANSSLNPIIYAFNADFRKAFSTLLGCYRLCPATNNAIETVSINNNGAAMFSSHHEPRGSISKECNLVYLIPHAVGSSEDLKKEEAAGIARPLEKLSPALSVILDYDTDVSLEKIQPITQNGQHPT
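Tetracycline-induced HEK293 TREx D1 cells, force-coupled to calcium signalling, were dye-loaded with a no-wash calcium kit. Compound was pin-added after a 10 s baseline. Fluorescence was read kinetically at 1 cycle/s for 180 s, with calcium rises flagged as agonism.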
D2 PAM = HTS Assay for Positive Allosteric Modulators of the Human D2 Dopamine Receptor: Primary Screen for Potentiators. AID 485347, 2010. 340,000 compounds, 0.34% hits. HEK293 T-REx D2, calcium flux, EC20 dopamine potentiation. potentiation, % at 10 µM;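 active = potentiation over 3 SD above the plate norm, cut at about 30% in these data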; note: 0% is about no effect
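Potentiation of an EC20 dopamine calcium response is measured in a force-coupled, tetracycline-inducible Hek293 Trex D2 line. Compound-only kinetic reads over 180 s flag agonists before dopamine addition.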
D1 PAM = Potentiators of Human D1 Dopamine Receptor: qHTS; D(1A) dopamine receptor (Homo sapiens), P21728; HEK293 TREx D1 cells, calcium flux, dopamine EC20 potentiation; potentiation, % at 10 µM; 360,000 compounds, 0.036% hits; in the data active = potentiation above about 30%; note: 0% is about no effect
D1 antagonist = Antagonist of Human D 1 Dopamine Receptor: qHTS; HEK293 TREx D1 cells, calcium flux, dopamine EC80; hits give low values; activity change, negative = inhibition, % at 10 µM; 360,000 compounds, 3.2% hits; AID 504652, 2011; in the data active = activity change below about -30%; note: % is set by controls: 0 for no effect and ±100 for the full control effect
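Using tetracycline-induced force-coupled D1 Hek293 cells and a calcium dye, signals were followed for 180 s after compound, then for 180 s after EC80 dopamine, to detect inhibitors.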
The depositor's hits bear a star; ? = inconclusive; / = no result given. Unless noted, calls come from the whole dose curve; as a rule, active = well fitted curve in the direction sought with a large enough effect; inconclusive = small, poorly fitted or top-dose-only effect, or another doubt; inactive = no such curve, though single readings can be large; an effect the other way counts as inactive or inconclusive.

SMILES	RXFP1 antagonist	GRP78 ERSR act	RXFP1 ag	Vif-A3G inh	Vif-APOBEC3F blk	D1 ag	D2 PAM	D1 PAM	D1 antagonist
CCOc1ccccc1CNC(=O)CSc1n[nH]c(-c2ccccc2Cl)n1	-29	-2%	-1.6%	-1%	3%	-2	-8	0	12
Cn1c(SCC(=O)N/N=C/c2cc([N+](=O)[O-])ccc2O)nnc1-c1ccccc1	-4	-4%	0.7%	4%	-1%	-1	-8	1	-12
CN1CCN(Cc2coc3c(Cl)cc(Cl)cc3c2=O)CC1	10	-5%	0.8%	-1%	-7%	0	-2	5	-17
COC(=O)/C=C(\C)N=Nc1c(O)[nH]c2ccccc12	7	7%	1.3%	-11%	6%	144*	-2	-4	26
O=C(CCn1c(=O)oc2ccccc21)N1CCOCC1	-4	-2%	-1.9%	3%	-4%	3	0	-8	-6
COc1cccc(OC)c1OCCOc1ccc(C(=O)c2ccccc2)cc1	-16	-3%	-0.1%	0%	0%	22	0	-6	-35*
COC(=O)N/N=C/c1c(C)nn(-c2cccc(Cl)c2)c1Cl	/	1%	2.1%	?	8%	14	-10	-13	1
COc1ccccc1N1CCN(C(=O)/C=C/c2c(Cl)nc3ccccn23)CC1	5	5%	1.6%	-3%	-35%	3	3	4	-8
CCCC1O[C@@H]2CC3C4CCC5=CC(=O)C=C[C@]5(C)C4C(OC(C)=O)C[C@]3(C)[C@]2(C(=O)COC(C)=O)O1 (some centres not stated)	-3	-4%	1.3%	-1%	3%	-2	-2	0	-8
COc1ccc(C2C=C(c3ccc(Br)cc3)Nc3nnnn32)c(OC)c1 (configuration not stated)	-28	0%	1.0%	4%	6%	3	15	-3	6
CCN(CC(=O)NC(C)C)C(=O)C(CCSC)NC(=O)c1cccc(C)c1 (configuration not stated)	-15	-7%	1.7%	1%	3%	0	-5	-3	-3
CCO[C@@H]1OC(C(N)=O)=C[C@H](c2ccc(C(F)(F)F)cc2)[C@H]1CCCO	/	-3%	-2.8%	0%	0%	-2	1	5	3

Taken from above.
D1 PAM with `Cn1c(SCC(=O)N/N=C/c2cc([N+](=O)[O-])ccc2O)nnc1-c1ccccc1` : 1
RXFP1 ag with `CCO[C@@H]1OC(C(N)=O)=C[C@H](c2ccc(C(F)(F)F)cc2)[C@H]1CCCO` : -2.8%

Returning to the listing, repeating the 2 entries before the break.
SMILES	RXFP1 antagonist	GRP78 ERSR act	RXFP1 ag	Vif-A3G inh	Vif-APOBEC3F blk	D1 ag	D2 PAM	D1 PAM	D1 antagonist
CCN(CC(=O)NC(C)C)C(=O)C(CCSC)NC(=O)c1cccc(C)c1 (configuration not stated)	-15	-7%	1.7%	1%	3%	0	-5	-3	-3
CCO[C@@H]1OC(C(N)=O)=C[C@H](c2ccc(C(F)(F)F)cc2)[C@H]1CCCO	/	-3%	-2.8%	0%	0%	-2	1	5	3
COc1ccc2sc(N(CCCN(C)C)C(=O)c3ccc(S(=O)(=O)N(C)C4CCCCC4)cc3)nc2c1	-12	-1%	0.1%	-8%	?	6	-6	2	2
CCn1nc(C)c(/C=N/NC(=O)Cn2cncn2)c1C	-19	-9%	-1.1%	0%	-9%	3	15	-4	-13
CC1(C)CC(=NO)CC(C)(C)N1	7	-4%	14%	1%	4%	3	7	1	-32*
N#Cc1nc(-c2ccco2)oc1N1CCC(C(N)=O)CC1	-3	-3%	2.9%	0%	-1%	2	1	7	-9
Cc1ccccc1-c1noc(-c2cccnc2NCc2ccco2)n1	/	2%	-0.9%	-6%	0%	1	7	3	0
Cc1ccc(Cc2cnc(NC(=O)C3Cc4ccc(C)cc4C(=O)O3)s2)cc1 (configuration not stated)	/	-1%	17%	-8%	-3%	10	3	-5	1
CN(C)CCCN(C(=O)c1ccc(S(=O)(=O)N2CCCCCC2)cc1)c1nc2ccc(F)cc2s1	-16	-9%	-2.0%	2%	-7%	20	-21	4	-3
O=C(NCc1ccc2c(c1)OCO2)C(=O)Nc1cc2c3c(c1)CC(=O)N3CCC2	1	-5%	-0.7%	-2%	0%	0	3	0	18
CCC(=O)Nc1ccc2nc(SCCOc3ccc(C)cc3OC)sc2c1	/	-2%	3.0%	2%	0%	9	-3	0	-22
COC(=O)C1=C(C(=O)c2ccc(C)cc2)C(c2ccccc2)n2nnnc2N1 (configuration not stated)	-14	8%	-1.4%	3%	-10%	0	-4	1	3
O=C(Nc1ccc(Br)cc1)N1CCCCCC1	2	8%	0.4%	0%	-5%	0	/	-7	-50*
COc1ccc(C(=O)COC(=O)c2ccc(NC(=O)c3ccccc3)cc2)cc1	-11	-6%	8.2%	1%	9%	7	-20	-3	-6
COCC(C)n1c(SCC(=O)Nc2ccc3c(c2)OCCO3)nc2ccccc2c1=O (configuration not stated)	11	0%	0.6%	-8%	0%	4	1	1	-10
CN(C)c1ccc(-c2nnc3n(Cc4ccccc4)c(=O)c4ccccc4n23)cc1	-9	-4%	0.1%	-2%	2%	1	-1	0	-1
CCCCC1=CC2=CC(=O)C(C)(OC(=O)C3CCCC3)C(=O)C2=CO1 (configuration not stated)	/	1%	0.0%	-10%	-6%	4	15	-5	5
COc1cc(/C=N/NC(=O)c2cncc(Br)c2)ccc1OC(=O)c1ccc2c(c1)OCO2	/	/	1.5%	/	/	8	9	-7	-22
CC1CCN(S(=O)(=O)c2ccc3ccccc3c2)CC1	-21	-2%	2.9%	-1%	/	2	4	-7	-9
COc1cc2c(cc1OC)C(=O)C(Br)CC2 (configuration not stated)	-16	-12%	/	-20%	6%	/	/	/	/
N#Cc1nc(-c2ccc(OCc3ccccc3)cc2)oc1N1CCOCC1	-1	-1%	2.4%	-2%	-2%	2	-2	-2	1
COC(C[C@H]1O[C@@H]1[C@H](O)COCc1ccccc1)OC	/	-3%	2.7%	-2%	4%	7	-13	-2	-11
CC(=O)C1=C(NC(=O)c2ccccc2F)C[C@@H]2[C@H]1C2(C)C	-7	-1%	0.1%	-1%	-1%	4	-2	-8	-1
O=C(NC(=S)Nc1ccccc1Br)c1cccnc1	-2	0%	2.9%	-4%	4%	0	-3	-17	11
CCC(=O)N1CCc2cc(S(=O)(=O)CCC(=O)N(C)c3ccc(OC)cc3OC)ccc21	-16	-1%	-0.4%	-1%	-13%	0	12	0	-1
CC(=O)Oc1ccccc1C1=NN(C(C)=O)C(c2ccccc2)C1 (configuration not stated)	-3	1%	1.5%	-13%	0%	-1	3	0	-1

Given with values under each structure: part of the list above
Fields: RXFP1 antagonist, GRP78 ERSR act, RXFP1 ag, Vif-A3G inh, Vif-APOBEC3F blk, D1 ag, D2 PAM, D1 PAM, D1 antagonist
CCN(CC(=O)NC(C)C)C(=O)C(CCSC)NC(=O)c1cccc(C)c1 (configuration not stated)
→ -15, -7%, 1.7%, 1%, 3%, 0, -5, -3, -3
CCO[C@@H]1OC(C(N)=O)=C[C@H](c2ccc(C(F)(F)F)cc2)[C@H]1CCCO
→ /, -3%, -2.8%, 0%, 0%, -2, 1, 5, 3
COc1ccc2sc(N(CCCN(C)C)C(=O)c3ccc(S(=O)(=O)N(C)C4CCCCC4)cc3)nc2c1
→ -12, -1%, 0.1%, -8%, ?, 6, -6, 2, 2

(continued)
SMILES	RXFP1 antagonist	GRP78 ERSR act	RXFP1 ag	Vif-A3G inh	Vif-APOBEC3F blk	D1 ag	D2 PAM	D1 PAM	D1 antagonist
COc1cc(/C=N/Nc2nc(C)cc(C)n2)cc(OC)c1OC	8	1%	-0.3%	0%	6%	4	/	-1	8
CC(=O)Nc1ccc(NC(=O)CSc2nc3nc(-c4cccs4)cc(C(F)(F)F)c3c(=O)[nH]2)cc1	-9	-2%	0.0%	-10%	-17%	3	2	-3	5
CCc1ccc(OCC(=O)NC2CC(C)(C)NC(C)(C)C2)cc1	-4	-5%	2.6%	2%	-9%	9	13	3	7
CCCCn1c(N)c(N(CC(C)C)C(=O)c2ccc(Br)o2)c(=O)[nH]c1=O	-6	-7%	0.8%	0%	-12%	1	-16	-3	3
O=C(/C=C/Nc1ccc(S(=O)(=O)Nc2ncccn2)cc1)c1ccc(Cl)c(Cl)c1	-11	-4%	0.3%	-7%	-3%	4	5	19	6
Cc1cc2c(c(=O)n1CCCn1ccnc1)C(c1ccco1)C(C#N)=C(N)O2 (configuration not stated)	-4	-2%	2.0%	-2%	-8%	3	-6	-3	4
CCCC1=Nc2cc(C(=O)NCc3ccccc3)ccc2Sc2ccccc21	-10	0%	0.4%	?	-12%	14	3	-4	2
COC(=O)c1c(NC(=O)c2ccoc2C)sc2c1CCC2	3	-6%	4.4%	3%	-7%	1	2	0	-3
C=CCc1ccccc1OCC(=O)NNC(=S)NCc1ccccc1	-20	-5%	-0.7%	-1%	?	12	15	1	6
CCN(CC)S(=O)(=O)c1cccc(-c2nnc(SCc3nnc(-c4ccccc4)o3)n2C)c1	0	-5%	2.0%	-1%	-9%	2	0	7	-8
Cc1cc(CC(C)C)n(-c2nc3ccccc3c(=O)n2OCC(=O)N(C)C)n1	-5	6%	0.4%	1%	-19%	2	12	1	1
Cc1cccc(N(C)C(=O)Cc2c(C(=O)O)[nH]c3ccccc23)c1	2	-2%	-0.4%	1%	-8%	1	/	2	6

Only part of the results is shown. The share of hits here may be higher or lower than overall.
